# Compound activity: PubChem BioAssay, Sanford-Burnham Center for Chemical Genomics
# EBI2 block: antagonists of human EBI2 receptor; EBI2 beta-arrestin recruitment, luminescence, 7a,25-OHC stimulated; inhibition, % at 5 µM; 360,000 tested, 0.81% active; AID 651636; in the data active means inhibition above about 38%;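 further: enzyme fragment complementation signal reports receptor beta-arrestin coupling in cells; 0% = agonist plus DMSO wells and 100% = wells without agonist; some results beyond the cut were filed as inactive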
# UPR XBP1 act: adaptive UPR (XBP1) activation. CHO-XBP1 luciferase reporter, IRE1-XBP1 UPR activation, luminescence; percent of tunicamycin response, DMSO as zero. 330,000 tested, 0.33% active. AID 463104. activation, % at 20 µM;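 active means versus positive control, 20 µM dose yields 30% or more activation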;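 further: 100% = tunicamycin at 10 µg/mL and 0% = DMSO only wells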
#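 incubation = overnight seeding at 37 °C, 6 h compound treatment at 37 °C | assay system = CHO-XBP1 cells stably carrying IRE1-XBP1-driven luciferase reporter | input = 1000 cells per well | detection = luciferase luminescence | dosing = single point, 20 µM final compound, 1% DMSO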
# APJ ag: activates the human apelin receptor APJ; CHO-K1 APJ PathHunter beta-arrestin, luminescence; 0% DMSO wells, 100% apelin; AID 2520; 330,000 tested, 0.11% active; activation, % at 20 µM;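 active means activation more than six SD over the plate average, tested at 20 µM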;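 further: 0% = DMSO alone and 100% = apelin-13 at 10 nM; some results filed as inactive read as strong as hits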
#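 Incubation: overnight seeding, 90 min compound at 25 °C, 1 h detection; test system: PathHunter CHO-K1 APJ (AGTRL-1) beta-arrestin reporter cells; amount: 1000 cells/well; doses: one dose, 20 µM compound, 1% DMSO; measured by: beta-gal luminescence; measure: agonist-driven arrestin binding to APJ; benchmarks: negative DMSO alone, positive Apelin-13 at 10 nM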
# CCR6 antag: antagonists of human CCR6 receptor | P51684 | CHO-K1 CCR6 PathHunter beta-arrestin, luminescence, CCL20-stimulated | inhibition, % at 20 µM | 340,000 tested, 0.49% active | AID 493098;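 active means compounds whose inhibition of the agonist-driven luminescence signal at 20 µM reaches about 50%, limit read from the data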;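 further: cells stimulated with CCL20 at 14 nM final; plate controls were DMSO with CCL20 for no effect and DMSO without agonist for full effect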
# CXCR6 block: blocks human CXCR6 beta-arrestin recruitment. 360,000 tested, 0.36% active. AID 602244. inhibition, % at 20 µM. CHO-K1 PathHunter CXCR6 beta-arrestin, luminescence; in the data active means inhibition above about 34%, passing the limit was not always enough;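 further: antagonist mode with CXCL16 agonist at 10 nM final; 0% = 10 nM CXCL16 with DMSO and 100% = unstimulated wells without agonist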
# APJ antagonist: blocks the human apelin receptor APJ. CHO-K1 APJ beta-arrestin complementation, luminescence. inhibition, % at 20 µM. 330,000 tested, 0.32% active;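 active means inhibition above about 40% at 20 µM, limit read from the data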;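 further: cells challenged with 10 nM apelin-13 agonist together with compound; plate controls were apelin-13 plus DMSO wells for no effect and DMSO wells lacking apelin-13 for full effect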
# Mdm2 MdmX PPI: disrupts the human Mdm2-MdmX interaction | O15151+Q00987 | SaOS-2 split-luciferase Mdm2/MdmX complementation, luminescence | inhibition, % at 8 µM | 330,000 tested, 3% active | AID 485346;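 active means inhibition of at least 50% at 8 µM in the primary screen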
# Target sequence (O15151 whole entry, looked up): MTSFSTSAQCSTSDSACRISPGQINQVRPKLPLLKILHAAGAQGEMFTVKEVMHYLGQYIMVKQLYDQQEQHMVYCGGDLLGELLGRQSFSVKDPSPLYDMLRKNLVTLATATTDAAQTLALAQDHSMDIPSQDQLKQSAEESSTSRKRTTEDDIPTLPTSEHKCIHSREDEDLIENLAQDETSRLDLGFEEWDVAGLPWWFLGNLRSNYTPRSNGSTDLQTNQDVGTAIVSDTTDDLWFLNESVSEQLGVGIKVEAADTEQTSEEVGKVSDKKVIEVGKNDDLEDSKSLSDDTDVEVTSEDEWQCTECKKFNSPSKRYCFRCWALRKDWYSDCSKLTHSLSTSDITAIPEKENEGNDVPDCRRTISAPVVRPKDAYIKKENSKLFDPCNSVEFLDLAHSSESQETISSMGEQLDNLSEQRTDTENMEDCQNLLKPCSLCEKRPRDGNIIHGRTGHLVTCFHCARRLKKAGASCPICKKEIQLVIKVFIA
# Target sequence (Q00987 whole entry, looked up): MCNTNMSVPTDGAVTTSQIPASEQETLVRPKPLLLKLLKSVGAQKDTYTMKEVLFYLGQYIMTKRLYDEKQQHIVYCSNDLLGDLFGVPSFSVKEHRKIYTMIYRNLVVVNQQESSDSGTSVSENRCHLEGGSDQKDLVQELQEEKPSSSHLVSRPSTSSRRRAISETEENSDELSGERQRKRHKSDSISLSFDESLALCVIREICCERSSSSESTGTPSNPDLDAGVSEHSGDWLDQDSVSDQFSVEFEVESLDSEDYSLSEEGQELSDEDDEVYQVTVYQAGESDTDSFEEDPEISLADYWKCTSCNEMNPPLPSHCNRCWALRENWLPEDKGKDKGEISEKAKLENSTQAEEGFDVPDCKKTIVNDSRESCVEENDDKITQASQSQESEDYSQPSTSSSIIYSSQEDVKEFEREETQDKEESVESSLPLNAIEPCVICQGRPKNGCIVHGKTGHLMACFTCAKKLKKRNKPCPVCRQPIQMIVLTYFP
# CHOP UPR activ: activators of apoptotic arm of unfolded protein response (CHOP); 330,000 tested, 0.34% active; activation, % at 10 µM; CHO-CHOP luciferase reporter, UPR activation, luminescence; percent of tunicamycin response over DMSO baseline;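 active means at 10 µM dose, activation of 40% or more, normalized to positive control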;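 further: 100% = tunicamycin at 10 µg/mL and 0% = DMSO alone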
#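 System: CHO CHOP reporter cells. Amount: 500 cells per well. Buffer or medium: F12 medium, 10% FBS. Compound dosing: one dose, 10 µM in 0.5% DMSO. Incubation: 6 h compound exposure at 37 °C after overnight seeding. Technique: Steady-Glo luciferase luminescence. Benchmarks: tunicamycin and DMSO controls.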
# tim23-1 inh: growth inhibitors of tim23-1 mutant yeast; S. cerevisiae tim23-1 growth, BacTiter-Glo luminescence, 24 h; inhibition, % at 20 µM; 330,000 tested, 1.3% active; AID 463212;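 active means growth inhibition of the mutant yeast at or above 50%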;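 further: temperature-sensitive mutant grown at 25 °C; plate controls were DMSO-treated mutant yeast for no effect and medium wells lacking yeast for full effect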
# Starred values were filed as active, the others as inactive; . = no result given. Not all compounds are listed, so the mix of outcomes need not match the whole.
SMILES,EBI2 block,UPR XBP1 act,APJ ag,CCR6 antag,CXCR6 block,APJ antagonist,Mdm2 MdmX PPI,CHOP UPR activ,tim23-1 inh
COc1ccc(NS(=O)(=O)c2cccc(C(=O)Nc3ccccc3C(=O)O)c2)cc1,-4,-7,-1,3,8,13,31,2.6,13
O=C(Cn1c(-c2ccccn2)nc2ccccc21)N/N=C/c1ccccn1,8,-2,-8,-3,5,5,13,-2.1,20
CN(C)S(=O)(=O)N1CCN(S(=O)(=O)N(C)C)CC1,-1,-1,-2,-18,7,7,-2,-1.1,-6
O=C(COc1ccccc1Cc1ccccc1)Nc1cccc(S(=O)(=O)N2CCOCC2)c1,19,-3,-3,12,-2,-19,22,5.9,23
Cc1ccc(S(=O)(=O)N2c3ccccc3OCC2c2ccccc2)cc1 (stereo unspecified),6,-1,1,32,-6,12,56*,0.4,-3
Cc1cc([N+](=O)[O-])ccc1NC(=O)C(C)N1CCN(c2ccccn2)CC1 (stereo unspecified),-2,-1,-3,8,0,-10,-7,-0.8,18
O=C(O)c1cccnc1Sc1ccc(Cl)cc1,-3,1,-3,-11,-17,6,-12,1.0,0
CCOc1ccc(-c2nnc(-c3ccc(OC)cc3)o2)cc1,16,-1,-1,6,7,4,-6,4.8,16
Cc1sc2nc(CN3CCCCC3)nc(N3CCN(C(=O)c4ccco4)CC3)c2c1C,-12,0,-4,6,0,2,8,2.0,5
Cc1ccc(NC(=O)C2CCN(S(=O)(=O)c3ccc4[nH]c(=O)ccc4c3)CC2)c(C)c1,3,-1,0,-4,-1,-24,6,-1.7,-3
COc1ccc(NC2CCCN(C(=O)CCN3CCCO3)C2)cc1 (stereo unspecified),-3,-2,3,12,1,-17,15,-1.7,-3
COc1ccc(N2CCN(CC(=O)Nc3cc(C)cc(C)c3)CC2)cc1,4,-3,4,18,6,5,17,0.1,14
Cn1c(-c2cc(Cl)ccc2O)nc2c1c(=O)[nH]c(=O)n2Cc1ccccc1,4,1,-2,0,-3,-16,13,0.3,4
O=C1CCCC2=C1C(c1ccncc1)c1c(nc(SCc3ccccc3Cl)[nH]c1=O)N2 (stereo unspecified),2,-3,-2,7,2,-10,19,3.2,3
Cc1ccc(C)c2nc(SCC(=O)NCc3cccs3)c(C#N)cc12,-3,-1,-1,2,-2,15,-21,-0.4,14
Cn1cc(C(=O)N/N=C/C(Br)=C\c2ccccc2)ccc1=O,2,0,-1,-6,-2,13,18,1.5,6
O=C(Nc1nnc(C2=COCCO2)o1)c1ccc(Br)cc1,-2,0,-8,.,-4,-14,-12,-0.3,34
C/C(=N\NC(=O)c1ccccc1)c1ccc(C)c([N+](=O)[O-])c1,3,0,-3,10,7,5,-48,4.9,3
COc1ccccc1C(=O)Oc1cc(C)[nH]c(=O)c1[N+](=O)[O-],-4,2,-1,4,-1,5,-25,0.0,1
Cc1ccc(Oc2c(C=O)c3ccccc3n2C)cc1,2,-1,0,8,2,21,40,-1.4,34
CCn1nc(NC(=O)c2cccnc2)c2cc3ccccc3nc21,3,6,4,-2,-3,-16,17,4.0,27
CCOC(=O)C1(CC2CCCCO2)CCN(Cc2nc(-c3cccs3)oc2C)CC1 (stereo unspecified),5,-1,-3,8,0,12,24,-1.4,6
CCOCCCNC(=O)C1CCC(CNS(=O)(=O)c2ccc(OC)cc2)CC1 (stereo unspecified),-1,-2,0,3,-4,-20,2,-0.5,8
COc1ccccc1N(Cc1ccccc1)S(=O)(=O)c1cccc(C(=O)Nc2ccccn2)c1,10,-1,8,12,-5,5,67*,-0.7,24
CC(C)Sc1nc2c(c(=O)[nH]c(=O)n2C)n1CCc1ccccc1,14,2,-1,11,4,-3,18,-0.7,16
COc1ccccc1-c1ocnc1C(=O)Nc1ccc(N2CCOCC2)cc1N1CCOCC1,9,-2,1,16,-1,9,14,1.6,25
COC(C[C@H](O)[C@@H](C)[C@H](O)COCc1ccccc1)OC,11,-1,-3,6,0,-6,-2,0.2,-6
Cc1ccc(C(=O)N2CCN(C)CC2)cc1S(=O)(=O)N1CCCCCC1,2,-3,7,1,2,-10,5,0.0,6
O=C(NCc1ccccc1)/C(=C\c1ccc(O)cc1)NC(=O)c1ccco1,1,-1,-3,1,8,6,14,-0.5,3
Cc1cccc(OCC(O)Cn2c(N3CCCCC3)nc3c2c(=O)n(C)c(=O)n3C)c1 (stereo unspecified),-7,6,-2,10,0,13,-6,0.5,46
O=[N+]([O-])c1ccccc1S(=O)(=O)N1CCN(c2ccc(F)cc2)CC1,5,-5,-1,-5,2,4,12,-1.6,22
COc1ccc(N(CC(=O)NN=C2CCCCCCC2)S(=O)(=O)c2ccccc2)cc1,-20,3,-1,10,-5,15,2,-0.5,22
O=C(Nc1ccc(N2CCN(C(=O)c3ccco3)CC2)cc1)c1ccc([N+](=O)[O-])cc1Cl,-11,-4,20,-6,-21,-63,23,1.4,7
COc1ccc(C(N)c2nccc3cc(OC)c(OC)cc23)cc1OC (stereo unspecified),8,-2,9,11,10,-39,15,1.7,-10
O=C(Nc1ccc(COc2ccccc2)cc1)Oc1ccccc1N1CCOCC1,-6,4,0,-2,-2,7,16,0.4,7
CCOc1cc(C(=S)N2CCOCC2)ccc1OS(=O)(=O)c1ccc(Br)cc1,3,-5,2,0,-3,-22,-20,7.1,29
CCCc1cc(=O)n2[nH]c(-c3ccccc3)cc2n1,-3,-5,-2,4,-8,-5,-33,3.8,-6
COc1cccc(OC)c1C(=O)N1CCOCC1,-15,-2,1,-11,6,26,6,-0.9,8
NS(=O)(=O)c1ccc(NC(=O)COC(=O)c2cc3ccccc3cc2O)cc1,5,0,-6,8,-18,1,10,-0.7,-5
O=C(O)c1ccc(S(=O)(=O)N(Cc2ccc(F)cc2)C2CCCCC2)cc1,10,-7,-1,15,0,-8,5,0.4,7
CC(C)C(c1nnnn1C1CCCC1)N1CCCc2ccccc21 (stereo unspecified),17,0,-3,-13,-8,11,5,2.2,39
COc1cc(OC)c(OC)cc1/C=N/NC(=S)NCC1CCCO1 (stereo unspecified),-6,2,8,6,-5,-11,31,-3.4,12
CCOC(=O)C1CCN(C(=O)c2ccc3c(SCC(=O)O)c4c(nc3c2)CCCC4)CC1,2,-2,-2,-5,1,2,19,1.5,20
N#CCCN(C(=O)COC(=O)c1cccc(S(=O)(=O)Nc2ccc([N+](=O)[O-])cc2)c1)c1ccccc1,1,-1,-2,14,-6,4,21,1.3,13
CN(C)NC(=S)Nc1ccc(S(=O)(=O)N2CCCCC2)cc1,4,0,0,13,5,10,15,0.2,-5

# Grouped by structure: those above with a Cl atom.
SMILES,EBI2 block,UPR XBP1 act,APJ ag,CCR6 antag,CXCR6 block,APJ antagonist,Mdm2 MdmX PPI,CHOP UPR activ,tim23-1 inh
O=C(O)c1cccnc1Sc1ccc(Cl)cc1,-3,1,-3,-11,-17,6,-12,1.0,0
Cn1c(-c2cc(Cl)ccc2O)nc2c1c(=O)[nH]c(=O)n2Cc1ccccc1,4,1,-2,0,-3,-16,13,0.3,4
O=C1CCCC2=C1C(c1ccncc1)c1c(nc(SCc3ccccc3Cl)[nH]c1=O)N2 (stereo unspecified),2,-3,-2,7,2,-10,19,3.2,3
O=C(Nc1ccc(N2CCN(C(=O)c3ccco3)CC2)cc1)c1ccc([N+](=O)[O-])cc1Cl,-11,-4,20,-6,-21,-63,23,1.4,7

# Continuation.
SMILES,EBI2 block,UPR XBP1 act,APJ ag,CCR6 antag,CXCR6 block,APJ antagonist,Mdm2 MdmX PPI,CHOP UPR activ,tim23-1 inh
CCOC(=O)CN(C(=O)CSc1nnc(COc2ccc(OC)cc2)n1CC)c1ccccc1,21,1,-5,14,-3,-8,-8,2.3,18
CC(=O)c1sccc1NC(=O)CC(C)(C)CC(=O)O,-12,-1,0,8,-2,-1,5,-2.1,9
O=c1cc(C(F)(F)F)c2sc(N3CCCCC3)nc2[nH]1,-17,1,-1,2,-1,-14,-12,0.1,30
C[C@H](CO)N1C[C@H](C)[C@H](CN(C)C)Oc2ccc(NS(=O)(=O)c3ccc(F)cc3)cc2CC1=O,-7,0,-4,-8,-9,-8,-12,-0.6,15
CCc1ccc(-c2nc(CS(=O)CC(=O)NCc3ccc4c(c3)OCO4)c(C)o2)cc1 (stereo unspecified),-1,-4,-5,4,4,3,-14,-0.9,25
Cc1nc(CS(=O)(=O)c2ccccc2)cc(N2CCOCC2)n1,-6,0,-1,-12,9,10,-5,1.8,-2
CCc1nc(N)nc2c1C(=O)CC(C)(C)C2,-1,4,-2,6,-8,18,8,-0.9,1
COC(=O)c1cc(C(=O)OCC(=O)c2ccc3c(c2)NC(=O)CO3)cc([N+](=O)[O-])c1,-12,-1,6,10,-8,-57,12,-1.0,-5
O=C(NCCN1CCCCCC1)C1CCN(S(=O)(=O)N2CCOCC2)CC1,-7,0,-3,-19,3,2,18,-2.7,15
COc1ccccc1NC(=O)Nc1nc2ccc(S(N)(=O)=O)cc2s1,-8,0,4,-8,-7,4,-62,7.5,-15
COc1ccc(Cl)cc1-c1nc(SCC(=O)NC(C)C)n[nH]1,-5,-4,-3,12,3,0,13,-0.5,10
CCOc1cccc2sc(=NC(=O)c3ccc(S(=O)(=O)N4CCOCC4)cc3)n(C)c12,7,5,-2,-5,6,-16,21,-0.8,19
Cc1ccc(S(=O)(=O)N(Cc2cc3ccc(C)cc3[nH]c2=O)c2ccccc2)cc1,13,2,-4,12,6,9,7,1.2,7
CCc1noc(C)c1C(=O)N(C)CC(=O)Nc1ccc(Br)cc1C,1,0,4,10,9,-1,-17,0.6,-7
O=C1CC(N2CCN(S(=O)(=O)c3ccc(Cl)cc3)CC2)C(=O)N1CCc1ccccc1 (stereo unspecified),-3,-2,1,17,2,1,-19,-1.4,23
c1cc2c(cc1-c1csc(NNC3=NCCCCC3)n1)OCCO2,.,-3,-4,37,.,16,-27,3.0,39
Cc1ccccc1C(O)c1ccncc1 (stereo unspecified),-5,-3,2,-8,7,16,-4,-0.8,12
CC(=O)Nc1ccc(S(=O)(=O)Nc2ccc(C)c([N+](=O)[O-])c2)cc1,6,1,-1,-4,5,6,1,0.0,11
COc1cc(/C=C(\C(=O)O)c2ccc(S(=O)(=O)N3CCCC3)s2)cc(OC)c1,4,-2,0,3,2,14,1,1.1,-1
CCN(CC)c1ccc(C2C(C(=O)OCCOC(C)C)=C(C)NC3=C2C(=O)CCC3)cc1 (stereo unspecified),4,0,-5,-15,-1,20,14,-3.2,-5
